From PubChem BioAssay
Menin-MLL TR inh = inhibitors of human menin-MLL interaction, mutant MLL peptide; Menin + Texas Red MLL mutant peptide, fluorescence polarization; Potency, µM (doses to about 61.6 µM), for the others: at the top dose FP activity change, negative = inhibition, actives largely listed as inhibitors; hit rate 0.23% among 270,000; AID 1768; active means well fitted inhibition curve with a large enough effect in the polarisation, with a control signal flat, not every such curve was filed as active; inconclusive means small, poorly fitted or top-dose-only effect, or effect the other way, or a change in a side signal; inactive means no such curve, though single readings can be large or run the other way; the % refers to the polarisation; further: potency means the concentration at half of the fitted maximal effect; % of control where 0% means no effect; many of its hits are not listed in these tables
PKM2 act = increases activity of human pyruvate kinase M2; Potency, µM (titrated, usually from 57.5 µM), for the others: at the highest dose activation, most hits filed as activators; purified PKM2, Kinase-Glo ATP luminescence, activation; response scale: 0% is enzyme alone, no compound; hit rate 0.34% among 260,000; AID 1631; P14618; further: potency means the concentration at half of the fitted maximal effect; on the % scale 0 is the no-effect control and ±100 the full control effect; nearly all actives have a fitted effect of over 55% in size
Target sequence (P14618 whole entry, looked up): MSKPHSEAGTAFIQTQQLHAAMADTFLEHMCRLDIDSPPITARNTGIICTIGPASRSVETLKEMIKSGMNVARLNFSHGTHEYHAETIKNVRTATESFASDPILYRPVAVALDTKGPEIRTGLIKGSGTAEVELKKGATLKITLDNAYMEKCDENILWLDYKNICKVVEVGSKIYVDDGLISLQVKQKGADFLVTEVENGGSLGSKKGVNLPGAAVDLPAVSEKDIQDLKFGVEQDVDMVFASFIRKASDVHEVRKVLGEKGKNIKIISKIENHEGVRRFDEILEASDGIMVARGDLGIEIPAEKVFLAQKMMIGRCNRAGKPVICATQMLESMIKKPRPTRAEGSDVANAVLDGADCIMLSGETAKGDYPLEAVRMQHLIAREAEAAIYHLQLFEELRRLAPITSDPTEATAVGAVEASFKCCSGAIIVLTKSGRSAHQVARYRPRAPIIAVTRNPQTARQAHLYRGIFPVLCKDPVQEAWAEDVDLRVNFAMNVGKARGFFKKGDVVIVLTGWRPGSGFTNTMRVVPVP
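Kinase-Glo luminescence reports ATP generated from ADP (0.1 mM) and PEP (0.5 mM) by purified hPK-M2 after 1 h at room temperature, pH 7.2 imidazole buffer; intermediate enzyme activity allows detecting inhibitors and activators.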
ELG1 genotoxic = inducers of genotoxicity in HEK293T ELG1-luciferase cells; AID 504466; Potency, µM (titrated, usually from 46 µM), for the others: at the top dose activity change, positive = activation, most hits filed as activators; hit rate 1.3% among 330,000; HEK293T ELG1-luciferase reporter, luminescence, 16 h; further: potency means the concentration at half of the fitted maximal effect; % of control where 0% means no effect; nearly all actives have a fitted effect of over 60% in size
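Screening used a luciferase reporter fused to human ELG1 in HEK293T cells. Luminescence was read on a CCD plate imager after 16 hr exposure and 30 min ONE-Glo incubation.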
BRCA1 expr act = activators of BRCA1 expression; MCF7-BRCA1-FFLuc reporter, luminescence, 48 h; response scale: scaled: vehicle 0%, 10 µM genistein 100%; Potency, µM (series often up to 46.1 µM), inactives show at the top dose activation, most hits filed as activators; hit rate 1.1% among 380,000; AID 624202; further: potency means the concentration at half of the fitted maximal effect; nearly all actives have a fitted effect of over 80% in size; some results filed as inactive show a strong effect at the top dose
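MCF7-BRCA1-FFLuc, 2000 cells/well; 2 h attach, 37 °C/5% CO2; compound 48 h; luciferase substrate 15 min; luminescence end-point. Norm. to genistein 10 microM max activation and DMSO; concentration-response curves fitted.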
VP16 counter = counter-screen for ROR gamma inhibitors: Gal4-VP16 reporter. Drosophila S2 Gal4-VP16 UAS-luciferase, luminescence, 20 h. Potency, µM (series often up to 53.6 µM), for inactives: at the top dose activity, negative = inhibition, hits mostly inhibitors. hit rate 3.5% among 310,000. AID 2546;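 further: Gal4-VP16 expression switched on by copper sulfate through the metallothionein promoter; potency means the concentration at half of the fitted maximal effect; on the % scale 0 is the no-effect control and ±100 the full control effect; nearly all actives have a fitted effect of over 50% in size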
FLuc counter = counter-screen for miR-21 project: firefly luciferase inhibitors or activators; hit rate 6.9% among 360,000; purified FLuc, Km substrates, luminescence inhibition; P08659; Potency, µM (top dose mostly 57.5 µM), inactives show at the top dose activity change, negative = inhibition, actives largely listed as inhibitors;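 further: potency means the concentration at half of the fitted maximal effect; plate controls were vehicle for no effect and reference inhibitor for full effect; nearly all actives have a fitted effect of over 55% in size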
Target sequence (P08659 whole entry, looked up): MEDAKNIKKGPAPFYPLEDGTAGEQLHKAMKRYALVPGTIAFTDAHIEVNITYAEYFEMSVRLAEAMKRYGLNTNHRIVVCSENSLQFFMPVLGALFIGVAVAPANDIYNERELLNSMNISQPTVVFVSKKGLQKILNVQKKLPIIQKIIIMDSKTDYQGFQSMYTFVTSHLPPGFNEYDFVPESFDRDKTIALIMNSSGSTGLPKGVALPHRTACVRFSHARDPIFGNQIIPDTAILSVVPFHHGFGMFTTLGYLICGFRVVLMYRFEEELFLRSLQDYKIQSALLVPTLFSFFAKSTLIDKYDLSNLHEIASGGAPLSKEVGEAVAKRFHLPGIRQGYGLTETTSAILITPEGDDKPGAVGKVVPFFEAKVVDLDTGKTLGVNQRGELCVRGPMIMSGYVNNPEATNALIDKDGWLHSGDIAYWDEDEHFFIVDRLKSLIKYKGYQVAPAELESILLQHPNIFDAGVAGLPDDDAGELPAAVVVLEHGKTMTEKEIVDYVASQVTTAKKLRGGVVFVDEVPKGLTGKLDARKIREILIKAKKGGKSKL
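Purified P. pyralis luciferase (10nM final) with 10uM D-luciferin and 10uM ATP (Km levels) in 50mM Tris acetate pH 7.5, 10mM Mg acetate, 0.01% Tween-20, 0.05% BSA; qHTS 6-point titration, ~60 µM downward; luminescence read.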
Rab9 prom act = activates the Rab9 promoter | Huh7 Rab9 promoter-luciferase reporter, luminescence, 24 h | Potency, µM (highest dose often 9.22 µM), for inactives: top-dose activation, negative = inhibition, actives largely listed as activators | hit rate 2.8% among 320,000 | AID 485297; further: potency means the concentration at half of the fitted maximal effect; % of control where 0% means no effect; nearly all actives have a fitted effect of over 60% in size
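Huh7 cells stably carrying Rab9 promoter–luciferase reporter, plated 1500 cells/well, compound added after 2 h and incubated 24 h at 37 °C; luciferase luminescence then read after 10 min with detection reagent.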
NPC1 prom act = NPC1 promoter activation; Huh7 NPC1 promoter luciferase reporter, 24 h; hit rate 2.4% among 320,000; Potency, µM (series often up to 9.22 µM), inactives show top-dose activation, actives largely listed as activators;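 further: potency means the concentration at half of the fitted maximal effect; % of control where 0% means no effect; nearly all actives have a fitted effect of over 60% in size; reporter is driven by a mutant NPC1 promoter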
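Huh7 reporter cells (NPC1 promoter driving luciferase) are dosed with compound for 24 h at 37 °C, 5% CO2; luciferase detection reagent is then added and luminescence measured after 10 min at ambient temperature.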
Giardia kill = Giardia lamblia killing | activity change, % at 7.66 µM, hits read low | hit rate 0.15% among 340,000 | Giardia lamblia trophozoite viability | AID 540267; in the data active means activity change below about -80%; inconclusive means between about -30% and that limit;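 further: parasites exposed to compound for two days anaerobically before the ATP read; on the % scale 0 is the no-effect control and ±100 the full control effect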
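Trophozoites 100 cells/well + cpd; 48 hrs, 37 deg C, anaerobic. ATPLite 1-Step added, 15-30 min RT, luminescence read (ATP-based viability).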
RORgamma inh = ROR gamma (mouse) transcription inhibition; P51450; Drosophila S2 Gal4-RORgamma UAS-luciferase reporter, 20 h; Potency, µM (series often up to 53.6 µM), for the others: top-dose activity change, negative = inhibition, usual class: inhibitors; hit rate 5.4% among 310,000; AID 2551; further: potency means the concentration at half of the fitted maximal effect; on the % scale 0 is the no-effect control and ±100 the full control effect; nearly all actives have a fitted effect of over 60% in size
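Stably transfected Drosophila Schneider cells are the test system, with ROR gamma fused to Gal4 and luciferase under UAS control; luminescence is read after 20 hr of 700 uM copper sulfate induction at ambient temperature.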
p53 reactivation = restores transcriptional activity of mutant p53; Potency, µM (doses to about 92.2 µM), inactives show at the highest dose activity change, positive = activation, hits mostly activators; AID 504706; hit rate 0.063% among 320,000; H1299 p53-A138V BP100-luciferase reporter, luminescence, 24 h; further: potency means the concentration at half of the fitted maximal effect; % of control where 0% means no effect; nearly all actives have a fitted effect of over 45% in size
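p53-null H1299 cells stably carrying temperature-sensitive p53-A138V and a BP100-luciferase reporter were pinned with compounds (4-point, 1:5 series) and held 24 hrs at 37 deg C. Luminescence was read 10 min after detection reagent.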
Numbers without * were called inactive; ? = inconclusive; / = no result given; & = joins results of further samples; [ ] = dose if it differs, or a comment. Unless noted, the call rests on the fitted dose curve; in most records, active means well fitted curve in the direction sought with a large enough effect; inconclusive means small, poorly fitted or top-dose-only effect, or another doubt; inactive means no such curve, though single readings can be large; an effect the other way counts as inactive or inconclusive. These rows are one share of the data, so the mix of outcomes need not match the whole.

SMILES	Menin-MLL TR inh	PKM2 act	ELG1 genotoxic	BRCA1 expr act	VP16 counter	FLuc counter	Rab9 prom act	NPC1 prom act	Giardia kill	RORgamma inh	p53 reactivation
CCN(CC)C(=O)CSc1ccccc1N	-10%	-1%	0%	0%	-3%	4%	-1%	-1%	-11	17%	5%
Cc1cccc(N(CC(=O)NCc2ccco2)C(=O)CCC(=O)Nc2ccccn2)c1	16%	-2%	-2%	0%	-4%	0%	13%	1%	21	43%	2%
CCCCCCCCCCSc1n[nH]c(N)n1	1%	12%	11%	14%	-25%	2%	-2%	-5%	-3	26%	-6%
COc1cc2nc(NCCCN3CCN(C)CC3)n3nc(-c4ccccc4)nc3c2cc1OC	10%	18%	9%	8%	5%	-4%	6%	-10%	2	1%	-7%
CCOc1ccc(OCC(=O)Nc2ccc(S(=O)(=O)Nc3cc(C)nc(C)n3)cc2)cc1	29%	5%	1%	-2%	-6%	-18%	-6%	-2%	-5	18%	-7%
Cc1cc(C(=O)N2CCOCC2)ccc1[N+](=O)[O-]	-16%	-7%	-1%	-2%	-3%	-4%	-5%	-3%	-21	3%	-1%
O=C1CN(C(=O)OCc2ccccc2)c2ccccc2N1	1%	0%	?	?	26%	?	?	?	-1	35%	13%
COC(=O)CNC(=O)COc1ccccc1	-2%	0%	0%	1%	13%	-1%	0%	1%	3	-6%	-1%
Cc1ccc(-c2cc(C(=O)N3CCN(C(=O)c4ccco4)CC3)[nH]n2)cc1C	-11%	/	6%	0%	-6%	?	1%	-1%	3	20%	-16%
COc1ccc(-c2cc(C(=O)N3CCCCC3)c3ccccc3n2)cc1	/	/	1%	59%	/	5.4µM*	17%	16%	-6	/	-3%
COc1cc(C(=S)N2CCCCC2)ccc1OCC(=O)Nc1ccc(F)cc1	-5%	3%	-7%	11%	1%	-12%	3%	-4%	3	20%	-13%
O=C(Nc1ccc2ccccc2c1)[C@@H]1C[C@H]1[C@@H](NP(=O)(c1ccccc1)c1ccccc1)c1ccccc1	15%&-1%	-3%&-1%	-1%	0%	-10%&6%	-3%	-11%	-3%	-11	23%&2%	17%
CCC(=O)Oc1ccc2c(C)cc(=O)oc2c1C	4%	-3%	-13%	28%	-1%	?	1%	-2%	-16	10%	13%
Cc1oc(-c2ccccc2Cl)nc1CS(=O)CC(=O)NCc1ccccc1Cl (centres undefined)	/	/	0%	-1%	13%	-2%	-2%	-3%	-19	-40%	-4%
Cc1cc2c(c(=O)n1C)C(C(C)C)C(C#N)=C(N)O2 (centres undefined)	11%	-9%	-1%	-9%	2%	2%	-4%	-5%	9	-5%	-1%
CCOC(=O)c1c(C)[nH]c(C(=O)C(C)Cl)c1C (centres undefined)	9%	0%	-3%	-33%	-19%	1%	-2%	-9%	-10	-30%	-2%
Cc1cccc(C(=O)OCC(=O)N(C)CC(=O)Nc2ccc(Cl)c(C(F)(F)F)c2)c1	/	/	-1%	13%	/	/	-1%	-2%	1	/	2%
CCOC(=O)N/N=C/c1cn(Cc2ccccc2Cl)c2ccccc12	-2%	-15%	-4%	-49%	-30%	-15%	1%	-4%	4	?	-6%
c1ccc(C2=NNC(c3ccccn3)=NN2)nc1	-9%	/	?	?	?	3.4µM*	0.71µM*	3.5µM*	-19	?	?
Cc1ccc(CCNC(=O)Cc2ccc(NC3=NC4CS(=O)(=O)CC4S3)cc2)cc1 (centres undefined)	-8%	1%	5%	9%	0%	3%	4%	-2%	23	-11%	/
CCn1c(C)cc(/C=C2/NC(=O)N(c3ccccc3)C2=O)c1C	16%	-1%	?	60%	1%	7.6µM*	1.4µM*	3.2µM*	-13	-1%	17%
O=C(CN(Cc1ccc(Cl)cc1)C(=O)CNS(=O)(=O)c1ccc(F)cc1)NCC1CCCO1 (centres undefined)	/	/	6%	-3%	-2%	1%	5%	-6%	-13	11%	0%
Cc1nn(-c2ccccc2)c2nc(-c3ccccc3)cc(C(=O)N3CCOCC3)c12	26%	1%	-8%	-41%	5%	2%	-1%	-5%	-1	-9%	-6%
CN1CCN(C(=O)c2cc(-c3cccc(Cl)c3)on2)CC1	-15%	-10%	11%	?	6%	?	6.3µM*	?	-12	36%	29%
Cc1c(C(=O)N2CCN(c3ccccc3F)CC2)sc2ncn(CC(=O)N3CCOCC3)c(=O)c12	4%	-2%	2%	-35%	-7%	-2%	-6%	-3%	2	11%	-1%
CN(C)S(=O)(=O)c1ccc(N2CCCC2)c(C(=O)NNC(=O)COc2ccccc2F)c1	/	/	2%	-5%	/	4%	8%	-3%	6	/	-5%
CCc1nnc(NS(=O)(=O)c2ccc(NC(=O)c3cccc([N+](=O)[O-])c3)cc2)s1	?	/	-1%[9.26 µM]	-18%	-8%	3%	18%	-1%	-3	14%	7%
O=C(CCn1cccc1)NCc1ccc2c(c1)OCO2	-1%	2%	-1%	-2%	-5%	4%	-3%	1%	8	18%	7%
O=[n+]1cc(-c2ccccc2)n([O-])c2c1CCCCC2	-14%	-4%	4%	-3%	-8%	4%	1%	-1%	-9	9%	0%
O=C(NCCC1=CCCCC1)C(=O)NCC1OCCCN1S(=O)(=O)c1ccc(F)cc1 (centres undefined)	-13%	3%	-1%	-2%	-9%	5%	0%	-8%	-13	21%	-1%
Cc1ccc(Oc2c(CO)c(-c3ccccc3)nn2C)cc1	-3%	-6%	-16%	-25%	8%	-10%	-1%	-12%	0	21%	1%
COc1ccccc1NC1=C(C)C(=O)CC1	13%	-2%	21µM*	-66%	-4%	-2%	-5%	-4%	-18	13µM*	-15%
CCOC(=O)N1CCN(C(=O)c2cc3n(n2)C(C(F)(F)F)CC(c2ccc4c(c2)OCO4)N3)CC1 (centres undefined)	-23%	0%	-3%	-29%	-4%	3%	-4%	-5%	4	8%	3%
Cc1ccc(N(C(C)C(=O)O)S(=O)(=O)c2c(C)n[nH]c2C)cc1 (centres undefined)	13%	1%	-1%	-11%	-1%	6%	4%	-2%	-15	2%	?
Cc1ccc(-n2c(C)cc(=O)cc2C)cc1[N+](=O)[O-]	0%	-5%	1%	-8%	4%	-1%	-2%	-1%	26	-8%	-5%
c1ccc(N2CCN(c3c4c(nc5ncnn35)CCC4)CC2)cc1	-1%	-1%	-3%	-48%	-9%	4%	4%	-4%	-2	41%	1%
CCN(CC)c1ccc2nc3c4ccccc4c(=O)cc-3oc2c1	?	/	0.82µM*	0.89µM*	22%	0.48µM*	1.1µM*	0.56µM*	-12	-21%	/
CCc1nnc(NC(=O)CSc2nnc(-c3ccccc3O)n2-c2ccc(C)cc2)s1	0%	0%	-6%	-88%	-3%	-1%	-2%	-17%	-1	?	-2%

Compounds from the list above containing a Cl atom, in the order listed:
SMILES	Menin-MLL TR inh	PKM2 act	ELG1 genotoxic	BRCA1 expr act	VP16 counter	FLuc counter	Rab9 prom act	NPC1 prom act	Giardia kill	RORgamma inh	p53 reactivation
Cc1oc(-c2ccccc2Cl)nc1CS(=O)CC(=O)NCc1ccccc1Cl (centres undefined)	/	/	0%	-1%	13%	-2%	-2%	-3%	-19	-40%	-4%
CCOC(=O)c1c(C)[nH]c(C(=O)C(C)Cl)c1C (centres undefined)	9%	0%	-3%	-33%	-19%	1%	-2%	-9%	-10	-30%	-2%
Cc1cccc(C(=O)OCC(=O)N(C)CC(=O)Nc2ccc(Cl)c(C(F)(F)F)c2)c1	/	/	-1%	13%	/	/	-1%	-2%	1	/	2%
CCOC(=O)N/N=C/c1cn(Cc2ccccc2Cl)c2ccccc12	-2%	-15%	-4%	-49%	-30%	-15%	1%	-4%	4	?	-6%
O=C(CN(Cc1ccc(Cl)cc1)C(=O)CNS(=O)(=O)c1ccc(F)cc1)NCC1CCCO1 (centres undefined)	/	/	6%	-3%	-2%	1%	5%	-6%	-13	11%	0%
CN1CCN(C(=O)c2cc(-c3cccc(Cl)c3)on2)CC1	-15%	-10%	11%	?	6%	?	6.3µM*	?	-12	36%	29%
